Screening data as filed in PubChem BioAssay.
Akt phos inh: inhibitors of Akt phosphorylation | actives 0.32% (n = 360,000) | Neuro2A IGF-stimulated pAkt S473 HTRF, 20 min; stronger effect = lower value | activity change, % for hits at 50 µM; in the data active = activity change below about -80%; inconclusive = mostly about -51% to -80%; note: % is set by controls: 0 for no effect and ±100 for the full control effect
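Neuro2A cells in DMEM with 0.5% FBS, overnight at 37 deg C, given compound at single 50 µM final, then IGF (6 nM final) for 20 min at 37 deg C. Lysed; phospho-Akt Ser473 by HTRF after 24 h, 665/615 ratio.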
TDP43 rescue: TDP-43 toxicity inhibition in yeast; TDP-43 expressing yeast growth rescue, BacTiter-Glo, 24 h; Potency, µM (titrated, usually from 46.1 µM), inactives show top-dose growth rescue (activation), hits mostly activators; actives 1.8% (n = 410,000); AID 652104; note: potency is the fitted concentration of half-maximal effect; % of control where 0% means no effect; nearly all actives have a fitted effect of over 50% in size
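Growth rescue of TDP-43-toxic yeast measured as ATP luminescence (BacTiter-Glo). Cells grown to mid-log in raffinose, induced in galactose at OD600=0.02, exposed to compound 24 hr at 30 deg C.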
HEK293 tox: cytotoxic in the GLP-1 receptor inverse agonist counter-screen | HEK293 cAMP-luciferase reporter cells, luminescence, 24 h | Potency, µM (series often up to 38.3 µM), inactives show top-dose activity change, negative = inhibition, hits mostly inhibitors | actives 0.13% (n = 410,000);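 note: loss of luciferase light is scored as toxicity; potency is the fitted concentration of half-maximal effect; % is set by controls: 0 for no effect and ±100 for the full control effect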
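Cells in DMEM/10% Nu serum/1% pen-strep, 1536-well format. Pre-incubated 12 h, dosed with 23 nL compound, incubated a further 24 h. Luciferase detection, 12 min at room temp, luminescence.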
aSyn yeast inh: alpha-synuclein toxicity inhibition in yeast | Yeast expressing alpha-synuclein, growth rescue, BacTiter-Glo, 24 h | Potency, µM (highest dose often 46.1 µM), inactives show at the highest dose growth rescue (activation), actives largely listed as activators | actives 0.14% (n = 370,000); note: potency is the fitted concentration of half-maximal effect; % of control where 0% means no effect; nearly all actives have a fitted effect of over 65% in size
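Readout is rescue of growth in alpha-synuclein-expressing yeast, so inhibitors of toxicity appear as activators. Growth after 24 hr at 30 deg C in galactose medium is quantified by luminescence.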
Abeta yeast res: A-beta toxicity reversal in yeast; yeast expressing A-beta42, growth rescue, OD600, 48 h; response scale: 0% DMSO, 100% iron-clioquinol control; actives 0.063% (n = 410,000); Potency, µM (series often up to 46.1 µM), inactives show top-dose growth rescue, most hits filed as activators; note: potency is the fitted concentration of half-maximal effect; nearly all actives have a fitted effect of over 55% in size
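Growth rescue measured by 600 nm absorbance after 48 h yeast culture at 30 C with compound. Values normalized between DMSO and an equimolar ferric chloride plus clioquinol control.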
Mm-Cpn inhibitor: blocks the Methanococcus maripaludis chaperonin Mm-Cpn. purified Mm-Cpn ATPase, ADP Transcreener TR-FRET. Potency, µM (series often up to 76.9 µM), for the others: at the highest dose activity, negative = inhibition, actives largely listed as inhibitors. actives 0.031% (n = 330,000); note: potency is the fitted concentration of half-maximal effect; % is set by controls: 0 for no effect and ±100 for the full control effect; nearly all actives have a fitted effect of over 80% in size
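TR-FRET (320 nm excitation; 590 and 665 nm emission) reports ADP made from 10 uM ATP by 25 nM enzyme; compounds were preincubated 10 min, reaction run 30 min, both at 37°C.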
FUS yeast rescue: FUS proteinopathy suppression in yeast | Potency, µM (highest dose often 76.6 µM), for the others: top-dose growth rescue (activation), actives largely listed as activators | AID 1347120 | actives 0.24% (n = 390,000) | S. cerevisiae FUS-expressing, growth rescue, OD600, 24 h;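 note: potency is the fitted concentration of half-maximal effect; plate controls were DMSO vehicle for no effect and reference control for full effect; nearly all actives have a fitted effect of over 55% in size; some results filed as inactive show a strong effect at the top dose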
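Restored growth of FUS-toxic S. cerevisiae, read as 600 nm absorbance after 24 h at 30C in galactose medium (starting OD 0.005). Controls CP55940 and DMSO.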
PTHR1 agonist: activates the human parathyroid hormone receptor PTHR1 | Potency, µM (series often up to 115 µM), without a hit: at the highest dose activation, actives largely listed as activators | HEK293 GP2 PTHR1 cells, GloSensor cAMP luminescence, 1 h | AID 743266 | actives 0.075% (n = 410,000) | Q03431; note: potency is the fitted concentration of half-maximal effect; nearly all actives have a fitted effect of over 55% in size; some results filed as inactive show a strong effect at the top dose; inactives centre near -15; many of its hits are not listed in these tables
Target sequence (Q03431 whole entry, looked up): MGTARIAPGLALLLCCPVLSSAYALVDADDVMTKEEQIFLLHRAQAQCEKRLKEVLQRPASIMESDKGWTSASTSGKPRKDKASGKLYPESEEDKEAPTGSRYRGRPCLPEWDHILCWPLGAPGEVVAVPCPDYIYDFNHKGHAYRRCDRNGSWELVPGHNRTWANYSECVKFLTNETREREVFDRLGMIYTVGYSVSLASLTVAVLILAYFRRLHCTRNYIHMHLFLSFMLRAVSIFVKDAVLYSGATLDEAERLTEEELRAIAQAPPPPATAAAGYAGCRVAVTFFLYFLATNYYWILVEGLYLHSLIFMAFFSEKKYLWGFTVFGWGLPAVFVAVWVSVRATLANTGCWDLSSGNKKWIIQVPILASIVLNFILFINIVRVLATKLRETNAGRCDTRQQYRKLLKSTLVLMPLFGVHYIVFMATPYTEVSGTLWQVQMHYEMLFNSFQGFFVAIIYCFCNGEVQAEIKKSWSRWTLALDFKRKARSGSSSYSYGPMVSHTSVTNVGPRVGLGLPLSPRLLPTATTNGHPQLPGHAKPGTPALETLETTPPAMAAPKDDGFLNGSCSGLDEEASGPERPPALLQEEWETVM
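HEK-293-derived GP2 cells expressing PTHR1 and a GloSensor cAMP reporter, 3,000/well, plated overnight, given luciferin plus IBMX (each 0.5 mM as added) for 1 h at 37 °C, then compound for 1 h at 37 °C. Luminescence was read after 15 min at room temperature.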
GLP1R inv ag: acts as inverse agonist at human GLP-1 receptor. P43220. AID 624417. actives 1.6% (n = 410,000). HEK293 GLP-1R CRE-luciferase, luminescence, 24 h; GLP-1R form is constitutively active. Potency, µM (top dose mostly 38.3 µM), without a hit: at the top dose activity change, negative = inhibition, usual class: inhibitors; note: potency is the fitted concentration of half-maximal effect; % is set by controls: 0 for no effect and ±100 for the full control effect; nearly all actives have a fitted effect of over 55% in size
Target sequence (P43220 whole entry, looked up): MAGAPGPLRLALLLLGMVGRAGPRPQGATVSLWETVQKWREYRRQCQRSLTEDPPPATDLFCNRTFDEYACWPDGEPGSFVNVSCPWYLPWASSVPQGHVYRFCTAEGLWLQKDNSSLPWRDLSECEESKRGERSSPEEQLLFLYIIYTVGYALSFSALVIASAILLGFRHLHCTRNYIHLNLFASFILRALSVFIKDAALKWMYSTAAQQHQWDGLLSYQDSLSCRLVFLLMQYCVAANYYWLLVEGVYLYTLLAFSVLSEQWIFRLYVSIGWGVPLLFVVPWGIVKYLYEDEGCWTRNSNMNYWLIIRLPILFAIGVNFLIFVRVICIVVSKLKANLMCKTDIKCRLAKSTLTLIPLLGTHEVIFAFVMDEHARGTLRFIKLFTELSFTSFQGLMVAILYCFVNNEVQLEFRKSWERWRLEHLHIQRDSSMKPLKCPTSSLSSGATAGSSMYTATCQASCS
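Inverse agonism was detected as reduced cAMP-driven luciferase luminescence after 24 h compound treatment. The cells were HEK293 clones expressing constitutively active human GLP-1R with the reporter. Reporter-only and GPR119 cell lines served as counterscreen controls.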
* = called active by the depositor; i = inactive; ? = inconclusive; . = no result given; [ ] = another dose, or the depositor's remark. Unless noted, calls come from the whole dose curve; as a rule, active = well fitted curve in the direction sought with a large enough effect; inconclusive = small, poorly fitted or top-dose-only effect, or another doubt; inactive = no such curve, though single readings can be large; an effect the other way counts as inactive or inconclusive.

SMILES,Akt phos inh,TDP43 rescue,HEK293 tox,aSyn yeast inh,Abeta yeast res,Mm-Cpn inhibitor,FUS yeast rescue,PTHR1 agonist,GLP1R inv ag
CCCCN(C(=O)Cn1nnc2ccccc21)C(C(=O)NCCOC)c1ccccc1 (stereo unspecified),i,4%,1%,-4%,-1%,2%,7%,-8%[57.5 µM],8%
COc1ccc(C(=O)c2cn(CC(=O)Nc3ccc4c(c3)OCO4)c3ccc(OC)cc3c2=O)cc1,.,15%,-5%,.,4%,.,5%,-26%,2%
COc1cc(/C=N/Nc2ccc3ccccc3c2)ccc1OC(=O)c1ccco1,i,3%,-4%,-2%,-1%,0%,11%,i,-2%
O=C(Nc1nc2ccccc2[nH]1)c1ccc(OC(F)F)cc1,i,-10%,-8%,-33%[inhibitor],-7%,-2%,-20%,-26%,?
CCOC(=O)CNC(=O)CNC(=O)c1nn(-c2ccc(OC)c(Cl)c2)c(=O)c2ccccc12,i,11%,-2%,-5%,0%,2%,27%,i,16%
O=C1OCc2cc(NC(=O)C3COc4ccccc4O3)ccc21 (stereo unspecified),i,9%,0%,-4%,2%,1%,-30%,i,19%
CCOc1ccccc1Nc1nc(-c2cccc(Cl)c2)c2c(n1)-c1ccccc1OC2,.,-19%,-2%,.,-20%,.,12%,i,2%
O=C(c1ccc2c(c1)C(=O)N(Cc1ccco1)C2O)N1CCOCC1 (stereo unspecified),i,-1%,-14%,8%,-12%,-1%,-4%,-2%,3%
COc1ccc(OCC(=O)NCCc2ccc(S(N)(=O)=O)cc2)cc1,-119%*,-5%,-5%,-2%,15%,-12%,14%,i,3%
Cc1ccccc1N1C(=O)C(Cl)=C(N2CCOCC2)C1=O,i,8%,9%,2%,9%,-1%,5%,0%,12%
Cc1cccc2nc(CSc3nc4[nH]ncc4c(=O)n3-c3cccc(Cl)c3)cc(=O)n12,i,-3%,3%,1%,2%,-10%,.,-38%,64%[activator]
COc1ccc(C2C(C(=O)Nc3cccnc3)=C(C)Nc3nc(-c4ccco4)nn32)cc1 (stereo unspecified),i,0%,-1%,-1%,-11%,5%,-13%,-17%,13%
CSc1cccc(NC(=O)CN2CCN(Cc3ccccc3C)S2(=O)=O)c1,.,?,2%,.,?,.,26%,-17%,?
Cc1cc(F)ccc1S(=O)(=O)Nc1ccc(C(=O)N(C)Cc2ccco2)cc1,i,0%,-5%,-5%,-6%,-2%,13%,-7%,-1%
COc1ccc(O)c(-c2[nH]ncc2C(=O)c2ccccc2)c1,i,4%,58%[activator],0%,-12%,3%,-10%,-3%[57.5 µM],-8%

Part of the list above in order of heavy-atom count, largest number first.
SMILES,Akt phos inh,TDP43 rescue,HEK293 tox,aSyn yeast inh,Abeta yeast res,Mm-Cpn inhibitor,FUS yeast rescue,PTHR1 agonist,GLP1R inv ag
Cc1cccc2nc(CSc3nc4[nH]ncc4c(=O)n3-c3cccc(Cl)c3)cc(=O)n12,i,-3%,3%,1%,2%,-10%,.,-38%,64%[activator]
O=C1OCc2cc(NC(=O)C3COc4ccccc4O3)ccc21 (stereo unspecified),i,9%,0%,-4%,2%,1%,-30%,i,19%
O=C(Nc1nc2ccccc2[nH]1)c1ccc(OC(F)F)cc1,i,-10%,-8%,-33%[inhibitor],-7%,-2%,-20%,-26%,?

A stretch from the list above, as a working copy:
SMILES,Akt phos inh,TDP43 rescue,HEK293 tox,aSyn yeast inh,Abeta yeast res,Mm-Cpn inhibitor,FUS yeast rescue,PTHR1 agonist,GLP1R inv ag
Cc1cccc2nc(CSc3nc4[nH]ncc4c(=O)n3-c3cccc(Cl)c3)cc(=O)n12,i,-3%,3%,1%,2%,-10%,.,-38%,64%[activator]
COc1ccc(C2C(C(=O)Nc3cccnc3)=C(C)Nc3nc(-c4ccco4)nn32)cc1 (stereo unspecified),i,0%,-1%,-1%,-11%,5%,-13%,-17%,13%
CSc1cccc(NC(=O)CN2CCN(Cc3ccccc3C)S2(=O)=O)c1,.,?,2%,.,?,.,26%,-17%,?
Cc1cc(F)ccc1S(=O)(=O)Nc1ccc(C(=O)N(C)Cc2ccco2)cc1,i,0%,-5%,-5%,-6%,-2%,13%,-7%,-1%
COc1ccc(O)c(-c2[nH]ncc2C(=O)c2ccccc2)c1,i,4%,58%[activator],0%,-12%,3%,-10%,-3%[57.5 µM],-8%

Next part
SMILES,Akt phos inh,TDP43 rescue,HEK293 tox,aSyn yeast inh,Abeta yeast res,Mm-Cpn inhibitor,FUS yeast rescue,PTHR1 agonist,GLP1R inv ag
Clc1ccc(OCc2nnc(-c3ccccc3Br)o2)c(Cl)c1,i,1%,-26%,0%,1%,-25%,14%,-13%[57.5 µM],-16%
COc1ccc([N+](=O)[O-])cc1NC(=O)CCS(=O)(=O)c1ccc(Br)cc1,i,-15%,1%,-2%,5%,-1%,7%,-8%,-3%
CN1OC[C@@H]2CN(C(=O)C(C)(C)C)[C@H](c3ccc(-n4ccnc4)cc3)C[C@@H]21,i,4%,-7%,5%,-6%,.,-18%,7%,13%
CCS(=O)(=O)c1ccc2c(c1)NC(=O)C(CCCl)O2 (stereo unspecified),i,11%[9.22 µM],-4%,-7%,-10%,1%,11%,-2%,16%
CCc1cccc(OCCn2nc(C(=O)O)c3ccccc3c2=O)c1,i,13%,-7%,-7%,21%,2%,36%,-13%,3%
O=C(NC(=S)Nc1ncccn1)c1ccc(Cl)cc1Cl,i,15%[9.22 µM],-5%,-5%,-4%,2%,-18%,-10%,18%
CCOC(=O)CSc1nnc2c3ccccc3n(C)c2n1,i,13µM*,-17%,-1%,-10%,-7%,-9%,i,31%
COC(=O)c1cc(C#N)c(Oc2ccc(F)cc2)nc1C,i,?,4%,-17%,29%[9.22 µM],-1%,-58%[inhibitor],-28%,4%
Cc1ccc(C)c(-n2c3nc(=O)n(C)c(=O)c-3cc3ccccc32)c1,i,-15%,356%[activator],1%,-13%,1%,30%,-16%,16%
CC(C)C[C@]1(c2ccccc2)ON(c2ccccc2C(F)(F)F)C1=O,i,3%,1%,2%,5%,1%,-7%,-78%[inhibitor],?
Cc1ccc(S(=O)(=O)NCC(c2ccc3c(c2)OCO3)N2CCOCC2)cc1 (stereo unspecified),i,20%,4%,2%,7%,3%,2%,-8%,-4%
Cc1ccc(Cn2c(C3CCCN3c3nc(C)cs3)nc3cc(C(F)(F)F)ccc32)cc1 (stereo unspecified),i,?,-27%,-16%,3%,-3%,?,i,10µM*
CC1(C)CC(=O)C(CC(=O)NC2CCCc3ccccc32)C(=O)C1 (stereo unspecified),i,25µM*,2%,0%,11%,-2%,-9%,-6%,8%
CC(=O)c1ccc(NC(=S)NCCc2cccc(Cl)c2)cc1,i,-14%[9.22 µM],-19%,-1%,1%,2%,?,i,?
N#Cc1ccc(OCc2nnc(SCC(=O)c3ccccc3)n2-c2ccccc2)cc1,i,3%,17%,0%,8%,1%,17%,-17%[57.5 µM],-29%

More records
SMILES,Akt phos inh,TDP43 rescue,HEK293 tox,aSyn yeast inh,Abeta yeast res,Mm-Cpn inhibitor,FUS yeast rescue,PTHR1 agonist,GLP1R inv ag
CC(C)=Nc1ccccc1C1COC(=O)C1=N (stereo unspecified),i,13%,11%,-4%,-7%,-7%,.,i,20%
O=C(Nc1c(Br)cc2c(c1Br)Cc1cc([N+](=O)[O-])ccc1-2)C(Cl)Cl,i,21%,25%,8%,2%,.,.,-9%,-3%
O=C(CSc1nc(=O)n2ccccc2n1)N1N=C(c2cccs2)CC1c1ccc(F)cc1 (stereo unspecified),i,-1%,10%,9%,20%,-3%,40%,-3%,65%[activator]
COc1ccc(Cl)cc1-c1nc(N)nc(N(C)C)n1,i,0%,-11%,0%,-13%,2%,.,i,-17%
COc1ccc(C(=O)N2CCN(c3ncccn3)CC2)cc1S(=O)(=O)N1CCOCC1,i,1%,3%,0%[1.84 µM],4%,1%,12%,i,15%
COc1ccc(NC(=O)CSc2ncnc3c2cnn3Cc2ccccc2)cc1,i,-5%,0%,0%,9%,-1%,15%,-10%[57.5 µM],11%
C[C@@H]1CN([C@H](C)CO)S(=O)(=O)c2ccc(Br)cc2O[C@H]1CN(C)S(C)(=O)=O,i,13%,-4%,-1%,-2%,.,16%,i,-4%
Cc1ccc(/C=N/NC(=O)c2nnn(-c3nonc3N)c2-c2cccs2)cc1,.,9%,-28%,0%,-13%,-3%,-16%,-1%,?
CC(C)(C)NC(=O)C1(C)CCC(=O)N1C1CCN(Cc2ccccc2)CC1 (stereo unspecified),i,12%,-2%,-1%,-9%,.,-19%,-8%,34%
COc1ccc(C2NC(=S)NC3=C2CCc2cc(OC)ccc23)cc1 (stereo unspecified),i,19%,-29%,13%,-2%,1%,?,2%[57.5 µM],-14%
O=C(Cc1ccccc1)Nc1cc2c(cc1Cl)OCCCO2,i,0%,-15%,8%,6%,-2%,-9%,-11%,8%
COc1ccccc1CNC(=O)c1cnn2c(C)c(Cc3ccc(F)cc3)c(C)nc12,.,17%,9%,.,-8%,.,30%,i,-18%

Not all compounds are listed, so the mix of outcomes need not match the whole.
